High-throughput results from PubChem.
FN deposit inh: fibronectin deposition inhibition; AH1F fibroblasts, Alexa488-fibronectin deposition fluorescence, overnight; inhibition, % at 12.6 µM; actives 0.086% (n = 350,000); AID 743247;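 active means mean inhibition across replicates of 30% or more, regardless of how many single replicates reach that level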;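 further: positive control wells lacked labelled fibronectin entirely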
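Assay system: AH1F fibroblast monolayer, labelled fibronectin deposition. Amount: 10000 cells per well. Also added: labelled fibronectin 24 nM. Compound: single-point pinned compound. Incubation: cell attachment 1 h, compound and FN exposure overnight. Detection: fluorescence after three HBSS washes, excitation 485 nm, emission 525 nm. Read-out: inhibition of fibronectin deposition signal.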
miR122 inh: blocks miR-122 activity in Huh7 sensor cells | Huh7 miR-122 Renilla luciferase sensor, 48 h; neutral wells = 0, positive control = 100 | activation (reporter increase), % at 12.5 µM | actives 0.3% (n = 340,000) | AID 602342;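 active means mean replicate activation score at least 90 and every replicate individually at or above 90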;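 further: higher luciferase means less miR-122 activity so hits act as miR-122 inhibitors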
INS-1E GSIS act: GLuc luminescence reporter in INS-1E cells, primary screen for activators of glucose-dependent secretion of insulin; INS-1E GLuc reporter insulin secretion, 2-3 h; activation, % at 16.6 µM; actives 0.61% (n = 370,000); AID 743287;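 active means lowest replicate activation of at least 40%, so every replicate reaches that level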;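 further: 0% = median of neutral control wells and 100% = median of IBMX positive control wells; some compounds called inactive have numbers as strong as hits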
Cneo AK release: Cryptococcus neoformans lysis via adenylate kinase release | C. neoformans lysis, adenylate kinase release luminescence, 4 h; normalised: neutral wells 0, clomiphene wells 100 | lysis activity, % at 15 µM | actives 0.2% (n = 360,000);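 active means mean lysis activity across replicates of at least 80%, whatever share of replicates individually reach that level; inactive means mean lysis activity below 80%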
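Test system: log-phase Cryptococcus neoformans yeast cells; Quantity: yeast cell density of 5 × 10^6 cells/mL; Buffer or medium: YPD; Doses: single compound concentration per well; Timing: 4 h at 37 °C static, read 1 h later; Measured by: AK luminescence; Read-out basis: lysis from increased AK signal; Control set: Clomiphene as positive control.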
PglD inh: blocks C. jejuni PglD acetyltransferase activity; purified PglD enzyme, DTNB colorimetric CoA detection; inhibition, % at 12.5 µM; actives 0.098% (n = 360,000); in the data active means inhibition above about 16%, passing the limit was not always enough; further: strong numbers were not always called active
PGC1a acetyl inh: PGC1a acetylation modulation, inhibitor mode; U2OS PGC1a acetylation, AlphaScreen anti-acetyl-lysine; with virally co-expressed GCN5 acetyltransferase; inhibition, % at 15.6 µM; actives 0.17% (n = 350,000); AID 651687;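 active means every replicate shows inhibition of at least 40%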;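 further: 0% = neutral control wells and 100% = positive control wells; some results beyond the cut were filed as inactive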
Statin myotox sup: suppressors of simvastatin-induced myotoxicity in C2C12 myotubes; actives 0.78% (n = 330,000); AID 602340; rescue of ATP level, % at 7.49 µM; ATP luminescence, 48 h; scaled: DMSO 0, geranylgeraniol control 100;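 active means mean ATP rescue above about 67%, or every replicate alone reaching that limit, limit read from the data, passing the limit was not always enough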;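 further: myotubes were challenged with 10 µM simvastatin during compound exposure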
CFTR F508del cor: CFTR F508del correction in bronchial cells. AID 720511. activity (quench increase), % at 7.58 µM. CFBE cells, YFP halide quenching; stimulated with forskolin plus potentiator P3; % fluorescence drop versus neutral controls. actives 0.36% (n = 350,000);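 active means mean added fluorescence quench of at least 8% versus neutral control, with both replicates also reaching 8%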;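 further: cells transiently co-express mutant CFTR-F508del with the halide-sensitive YFP; corrector assay measuring rescue of mutant channel to the surface after 24 h compound exposure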
Starred values were filed as active, the others as inactive; x = not tested or not shown; [ ] = remark or other dose. Rows were taken by chance; overall some 2.1% were active at least once.

compound	FN deposit inh	miR122 inh	INS-1E GSIS act	Cneo AK release	PglD inh	PGC1a acetyl inh	Statin myotox sup	CFTR F508del cor
CN(C)S(=O)(=O)c1ccc(C(=O)OCC2CC2(Cl)Cl)cc1 (stereo not given)	-1	-3	15	0	-2	x	9	-1.7
CCCN(CCC)S(=O)(=O)c1ccc(NS(C)(=O)=O)cc1	0	-12	x	-5	3	-6	19	x
Cc1cc(C(=O)NC(C)C2CCCO2)c(C)o1 (stereo not given)	-3	5	-6	1	-2	-1	0	0.9
O=c1c2ccccc2nc(-c2ccco2)n1/N=C/c1ccccc1O	x	2	69*	-1	-1	2	x	x
CCCN1[C@@H]2c3ccc(C4=CCCC4)c(=O)n3C[C@@H]2[C@@H](CO)[C@@H]1C(=O)NCc1cccc(OC)c1	x	-5[16.7 µM]	-2	8	-5	x	21	0.2
CC(=O)N1CCc2ccccc2C1CC(=O)O (stereo not given)	-21	2	5	x	x	-13	x	0.3
COc1ccccc1NC(=O)CSc1nn2c(=O)c(C)nnc2s1	2	x	11	5	-6	x	0	0.6
CCOCCCn1c(SCC(=O)Nc2ccc(OC)cc2)nc2ccccc2c1=O	-11	-1	-40	1	5	0	1	1.4
C[C@@H]1CCCCO[C@@H](CN(C)Cc2ccc(C(F)(F)F)cc2)[C@H](C)CN([C@@H](C)CO)C(=O)c2cc(NC(=O)c3ccncc3)ccc2O1	9	-11[16.7 µM]	7	5	0	x	121*	-0.5
Cc1noc(C)c1NC(=O)N(C)C[C@@H]1Oc2ccc(NC(=O)Cc3cn(C)c4ccccc34)cc2C(=O)N([C@@H](C)CO)C[C@@H]1C	x	-2[16.7 µM]	6	0	4	-2	9	-1.4
CCNC(=O)C[C@@H]1CC[C@H]2[C@@H](COc3ccc(NC(=O)Nc4ccc(F)cc4)cc3C(=O)N2C)O1	-11	-50[16.7 µM]	-8	16	3	2	1	-2.7
Cc1ccc(NC(=O)CSc2nc(N)c3cc4c(nc3n2)CCCC4)cc1	1	3	6	-3	-5	-4	x	-0.5
Cc1nnc(N/N=C/c2c(Cl)cccc2Cl)n1N	-2	x	-1	x	x	10	-10	0.8
COCc1cccc(-c2csc(C(NC(C)=O)c3ccccc3)n2)c1 (stereo not given)	10	1	-8	0	-1	x	0	-0.9
O=C(Cc1cccs1)N1CCN(c2cccc(Cl)c2)CC1	-6	5	-11	x	x	4	-4	-0.1
C[C@@H]1CN([C@H](C)CO)C(=O)Cc2cc(NC(=O)CCCN(C)C)ccc2O[C@H]1CN(C)S(=O)(=O)c1ccccc1	-1	-4[16.7 µM]	31	-4	-1	3	11	1.1
COC(=O)[C@]1(C)N[C@H](c2ccc(-c3ccc(F)cc3)cc2)[C@@H]2C(=O)N(C)C(=O)[C@@H]21	7	-6	7	8	-11	4	23	-2.7
Cc1ccc(S(=O)(=O)N2CC3(O)CN(C(=O)OC(C)C)N(C(=O)OC(C)C)CC3(OC(=O)NC3CCCC3)C2)cc1 (stereo not given)	-3	-3	-40	-1	2	-8	-7	-2.8
O=C(Cn1ncc(N2CCOCC2)c(Br)c1=O)c1ccc(Cl)cc1	1	-2	12	-1	-8	x	5	-3.2
C[C@H](CO)N1C[C@H](C)[C@@H](CN(C)Cc2ccc(C(=O)Nc3ccccc3N)cc2)Oc2c(NC(=O)C3CCOCC3)cccc2C1=O	x	-2[16.7 µM]	2	-1	3	11	-14	2.0
CCc1nnc(NC(=O)c2ccc(S(=O)(=O)N3CCCC(C)C3)cc2)o1 (stereo not given)	-7	5	21	-2	-3	x	-10	-1.1
C[C@H](CO)N1C[C@H](C)[C@H](CN(C)S(=O)(=O)c2ccc(F)cc2)Oc2ncc(-c3cc4ccccc4o3)cc2C1=O	6	-6[16.7 µM]	-42	6	-4	-14	37	0.1
COC(=O)C1=C(N)Oc2cc(C)[nH]c(=O)c2C1c1ccncc1 (stereo not given)	x	-5	x	-1	0	-12	6	x
CC[C@@]1(C(=O)OC)N[C@H](CN(C)C(=O)c2ccc(F)cc2)[C@@H]2C(=O)N(Cc3ccccc3)C(=O)[C@@H]21	9	-1	1	-1	x	-2	1	1.2
COc1ccc(CC2SC(=Nc3ccc(F)cc3)NC2=O)cc1 (stereo not given)	1	x	6	x	x	5	x	0.7
CC(C)Cn1ccc(=O)n(CC(C)C)c1=O	x	-2	25	-2	0	-2	x	x
COc1ccc(NC(=O)C[C@H]2C(=O)N(c3ccc(OC)cc3)C[C@@H]2c2ccc(Br)cc2)cc1	0	5	3	-1	3	x	43	3.3
Cn1c(=O)c(-c2cc(Br)ccc2N)nc2ccccc21	x	10	x	-7	3	-7	x	x
CC(C)CC#Cc1cnc2c(c1)C(=O)N([C@H](C)CO)C[C@@H](C)[C@H](CN(C)C(=O)c1ccc(F)cc1)O2	-16	-1[16.7 µM]	-14	1	-1	x	10	-0.1
c1ccc(-c2nnnc3ccccc23)cc1	4	1	-1	5	0	-6	x	-0.6
COc1ccc(/C=N/NC(=O)c2cccc([N+](=O)[O-])c2)cc1OC(=O)c1ccccc1	5	0	-34	x	x	3	-3	x
CC[C@H](C)C1OC(=O)[C@@H](C)[C@@H](CC)NC(=O)[C@H](C)N(C)C(=O)C(C)(C)C(=O)C(C)NC(=O)[C@H](Cc2ccc(OC)cc2)N(C)C(=O)[C@H](C(C)C)N(C)C(=O)CNC(=O)[C@H](CC(C)C)N(C)C(=O)CNC1=O (stereo not given in full)	x	-21	x	-13	5	74*	-93	x
Cc1cccc(CN2C(=O)N/C(=C/c3cc(C)n(-c4cc(C)ccn4)c3C)C2=O)c1	x	-4	x	-2	1	32	-12	x
COc1ccc2c(c1)C(=O)N(c1ccccc1)C(=O)C2	x	-10	x	-2	-3	-4	11	x
Cc1cc(=O)oc(C)c1C(=O)NNC(=O)C1(C)CC1Br (stereo not given)	-13	2	x	-3	5	11	x	2.3
Cc1nnc2ccc(-c3cccc(NC(=O)c4ccc(Br)o4)c3)nn12	-2	9	-1	x	x	-25	-3	-1.0
O=C(CC(F)(F)F)N1C[C@H]2[C@@H](c3ccccc31)[C@@H](CO)N2C(=O)CN1CCOCC1	x	6[16.7 µM]	-2	2	-3	5	6	0.0
O=C(Nc1nnc(Cc2ccccc2)s1)Nc1ccccc1F	2	-7	x	1	-3	-12	-4	-3.1
CCOc1ccc(NC(=O)c2ccc(F)cc2F)cc1	-11	-5	-13	0	7	3	2	5.2
COc1cccc(CN2CCNC(=O)C2CC(=O)NCc2cn3ccc(C)cc3n2)c1OC (stereo not given)	4	x	-8	0	0	-2	x	0.2
c1cnc2ccc(-c3ccc4ncccc4c3)cc2c1	7	x	13	-3	-2	x	-9	2.6
OC(c1ccc(F)cc1)c1ncc(-c2ccc3ccccc3c2)[nH]1 (stereo not given)	1	2	-30	6	1	6	-5	1.2
O=C(C[C@@H]1CC[C@H]2[C@@H](COC[C@H](O)CN2S(=O)(=O)c2cccc(F)c2)O1)Nc1ccc(-c2ccccc2)cc1	-2	-9[16.7 µM]	-4	-1	0	7	7	1.6
O=C(c1ccccc1)N1CCCC(c2nc3c(nnn3Cc3ccccc3)c(=O)[nH]2)C1 (stereo not given)	8	-2	x	0	-4	0	21	x
C[C@@H]1CN([C@H](C)CO)C(=O)c2cc(NC(=O)CCC(F)(F)F)ccc2O[C@@H]1CN(C)Cc1ccncc1	x	-5[16.7 µM]	0	5	-2	2	22	-0.4
C[C@@H]1CCCCO[C@@H](CN(C)Cc2ccncc2)[C@@H](C)CN([C@@H](C)CO)C(=O)c2cc(NC(=O)Cc3ccccc3)ccc2O1	-1	-2[16.7 µM]	-11	x	x	8	-4	0.7
CCOc1ccc(NC(=O)COc2ccc(C(=O)N3CCC(C(N)=O)CC3)cc2OC)cc1	3	x	23	0	-1	x	4	-3.1
CC(C)NC(=O)N[C@@H]1CC[C@H](CC(=O)NCc2ccc(Oc3ccccc3)cc2)O[C@H]1CO	-2	x	5	-5	4	5	18	-2.3

Only PGC1a acetyl inh and miR122 inh, for some of the entries so far:
SMILES	PGC1a acetyl inh	miR122 inh
C[C@@H]1CN([C@H](C)CO)C(=O)c2cc(NC(=O)CCC(F)(F)F)ccc2O[C@@H]1CN(C)Cc1ccncc1	2	-5[16.7 µM]
C[C@@H]1CCCCO[C@@H](CN(C)Cc2ccncc2)[C@@H](C)CN([C@@H](C)CO)C(=O)c2cc(NC(=O)Cc3ccccc3)ccc2O1	8	-2[16.7 µM]

More compounds.
compound	FN deposit inh	miR122 inh	INS-1E GSIS act	Cneo AK release	PglD inh	PGC1a acetyl inh	Statin myotox sup	CFTR F508del cor
COc1ccc(NC(=O)Nc2cccc3c2O[C@@H](CN(C)Cc2ccncc2)[C@H](C)CN([C@H](C)CO)C3=O)cc1	x	-14[16.7 µM]	27	-4	14	7	-5	1.5
C=CCN(CC(=O)c1sc(C(=O)OCC)nc1C)c1cccc(Br)c1	-4	3	-9	0	1	-7	x	0.8
NCCCCCNC(=O)[C@@H]1C[C@@H]2C(=O)N[C@@H](Cc3ccccc3)C(=O)N2[C@@H]1c1ccc(O)cc1	x	x	x	1	-5	4	x	0.1
CCc1cccc(NC(=O)CCc2c(C)nn(-c3ccc(N4CCOCC4)nn3)c2C)c1	-22	2	-13	-3	0	2	-4	1.2
Cn1c(SCC(=O)NCC2CCCO2)nnc1-c1ccc(S(=O)(=O)N2CCCC2)cc1 (stereo not given)	x	-4	3	-6	0	-5	1	3.9
COc1ccc(NC(=O)N(C)C[C@@H]2Oc3c(NS(=O)(=O)c4ccc(Cl)cc4)cccc3C(=O)N([C@H](C)CO)C[C@H]2C)cc1	0	-2[16.7 µM]	-11	-5	-3	0	50	-3.9
O=C(COc1ccccc1)NCC(=O)Nc1cccc2ccccc12	0	-2	-14	-1	7	-1	7	x
CNC[C@@H]1Oc2ccc(NC(=O)Nc3cccc4ccccc34)cc2CC(=O)N([C@@H](C)CO)C[C@@H]1C	-11	1[16.7 µM]	-16	10	1	-1	46	-0.3
CSc1ccccc1NC(=O)CN(C)C(=O)CCc1c[nH]c2ccccc12	18	x	-5	-2	5	x	2	1.0
Cc1ccccc1C(=O)Oc1cc(N)n(S(=O)(=O)c2ccccc2)n1	-3	28	x	x	x	-8	1	x
CCCCC1(CC)COC(c2ccccc2)OC1 (stereo not given)	x	2	-14	-4	1	-9	12	-0.5
C[C@H]1CN([C@@H](C)CO)C(=O)c2cc(NC(=O)c3ccncc3)ccc2O[C@@H]1CN(C)S(=O)(=O)c1cccs1	-8	1[16.7 µM]	12	0	1	2	55	-1.2
O=C(C[n+]1cccc(C(=O)N/N=C/c2ccc(Br)cc2)c1)c1ccccc1	4	-2	5	2	5	3	21	-1.5
COc1ccccc1Nc1nc(N)nc(CN2CCOCC2)n1	1	-1	4	-1	-3	-4	-5	0.8
N#CCc1ccc(OC(=O)c2ccncc2)cc1	2	-4	-7	0	7	x	-1	-0.6
Cc1ccc(-c2noc(CN(C(=O)c3cccc(Br)c3)C(C)C)n2)cc1	-3	1	-6	4	0	-6	14	-0.6
CCc1nc2ccc(C(=O)NCc3ccc4c(c3)OCO4)cn2c1N(CC)CCOC	0	-7	-26	-1	-3	0	-3	3.3
Cc1nc(S(=O)(=O)NC2CCN(Cc3ccc(OCCO)cc3)CC2)cn1C	x	x	x	-14	-1	4	x	-2.7
